D2 ag: activates the human D2 dopamine receptor; P14416; HEK293 T-REx D2 cells, calcium flux agonist mode; activation, % at 2 µM; hit rate 0.53% among 340,000; AID 485358;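 active = activation over 3 SD above normal in the single-dose calcium agonist read, cut at about 30% in these data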; note: 0% is about no effect
Target sequence (P14416 whole entry, looked up): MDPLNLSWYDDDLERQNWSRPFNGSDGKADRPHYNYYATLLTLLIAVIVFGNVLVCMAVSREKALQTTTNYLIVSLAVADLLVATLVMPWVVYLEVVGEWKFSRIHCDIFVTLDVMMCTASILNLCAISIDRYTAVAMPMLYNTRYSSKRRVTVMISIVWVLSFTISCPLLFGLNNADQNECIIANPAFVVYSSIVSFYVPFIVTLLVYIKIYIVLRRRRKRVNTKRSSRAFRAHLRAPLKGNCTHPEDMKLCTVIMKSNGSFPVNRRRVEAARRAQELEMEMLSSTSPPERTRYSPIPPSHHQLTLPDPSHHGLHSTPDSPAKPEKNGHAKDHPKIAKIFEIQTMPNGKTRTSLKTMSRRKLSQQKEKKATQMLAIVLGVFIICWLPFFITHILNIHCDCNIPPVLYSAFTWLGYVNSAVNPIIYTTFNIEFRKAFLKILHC
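Tetracycline-induced HEK293 T-REx cells with force-coupled D2 receptor, plated overnight at 30 C, loaded with no-wash calcium dye. After a 10 s baseline, compound was pin-added and calcium flux read kinetically for 180 s; calcium rises flagged agonists.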
PI4K2A block: PI4K2A (human) kinase inhibition; Q9BTU6; purified PI4K2A, ADP-Glo luminescence, 1 h; stronger effect = lower value; activity change, negative = inhibition, % at 76.9 µM; hit rate 0.13% among 420,000; in the data active = activity change below about -50%; inconclusive = mostly about -30% to -49%;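 note: -100% = wells without enzyme as full effect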
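In this quantitative HTS, ADP production by PI4K2A was quantified luminescently after 1 h at ambient temperature; 100 microM adenosine served as plate-quality control.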
TrxR1 substrate: rat thioredoxin reductase 1 substrate activity; O89049; purified TrxR1 substrate turnover, NADPH consumption readout; Potency, µM (titrated, usually from 114 µM), for inactives: top-dose activity change, negative = substrate turnover; hit rate 0.01% among 390,000; AID 588456; note: potency is the fitted concentration of half-maximal effect; % is set by controls: 0 for no effect and ±100 for the full control effect; nearly all actives have a fitted effect of over 50% in size
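Rat TrxR1, dispensed at 90 nM, was prereduced with 400 uM NADPH (final) for 5 min at ~22 deg C, then incubated with compound 15 min before 400 uM selenite. A first-read NADPH fluorescence drop versus no-compound background flagged substrates.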
USP1 inh: USP1/UAF1 (human) deubiquitinase inhibition | recombinant USP1/UAF1, Ub-Rhodamine cleavage fluorescence | Potency, µM (top dose mostly 57.1 µM), for inactives: top-dose activity change, negative = inhibition, actives largely listed as inhibitors | hit rate 0.23% among 390,000; note: potency is the fitted concentration of half-maximal effect; % is set by controls: 0 for no effect and ±100 for the full control effect; nearly all actives have a fitted effect of over 60% in size; inactives centre near -12
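In this screen, compounds sit with the deubiquitinase complex (1nM) for 15 min at room temperature before Ub-Rho is added at 150nM final. Fluorescence rise is then followed for 6 reads every 60 seconds.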
IDH1 R132H inh: inhibitors of human mutant IDH1 R132H | O75874 | IDH1-R132H enzyme, NADPH consumption, diaphorase/resazurin fluorescence | Potency, µM (series often up to 76.6 µM), without a hit: at the top dose activity change, negative = inhibition, most hits filed as inhibitors | hit rate 0.093% among 390,000; note: potency is the fitted concentration of half-maximal effect; % is set by controls: 0 for no effect and ±100 for the full control effect; nearly all actives have a fitted effect of over 65% in size
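IDH1-R132H (0.5 ug/mL) preincubated 30 min with compound, then NADPH (0.016 mM) and alpha-KG (2 mM) added; 80 min at RT, pH 7.5. Remaining NADPH coupled via diaphorase/resazurin to fluorescence (540/590 nm); concentration-response curves normalized to no-enzyme control.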
TRHR PAM: TRH receptor (human) allosteric enhancement; enhancement, % at 2 µM; TRHR cells, fluo-8 calcium fluorescence, EC20 TRH enhancement; hit rate 0.66% among 360,000; P34981; in the data active = enhancement above about 30%; note: 0% is about no effect
Target sequence (P34981 whole entry, looked up): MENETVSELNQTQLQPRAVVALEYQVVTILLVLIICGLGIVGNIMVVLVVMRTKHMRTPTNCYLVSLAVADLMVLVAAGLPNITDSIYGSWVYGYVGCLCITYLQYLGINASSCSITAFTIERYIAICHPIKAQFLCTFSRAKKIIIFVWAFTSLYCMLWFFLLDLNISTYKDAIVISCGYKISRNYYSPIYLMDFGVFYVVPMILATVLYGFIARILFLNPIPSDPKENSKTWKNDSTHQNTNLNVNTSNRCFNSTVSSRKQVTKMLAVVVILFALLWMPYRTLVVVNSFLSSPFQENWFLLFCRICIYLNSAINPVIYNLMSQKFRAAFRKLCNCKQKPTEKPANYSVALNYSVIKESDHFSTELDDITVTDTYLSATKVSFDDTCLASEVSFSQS
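Enhancer read-out: after compound pinning and an initial kinetic agonist-mode read, an EC20 of TRH (10 nM final) was injected and fluo-8 calcium signal (Ex 480/Em 530) followed at 1 s/cycle for 100 cycles in TRHR-expressing cells.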
D2 antagonist: antagonizes the human D2 dopamine receptor; P14416; HEK293 TREx D2 cells, calcium flux, dopamine EC80; inhibition, % at 10 µM; hit rate 2% among 340,000; AID 485344; in the data active = inhibition above about 30%; note: 0% is about no effect
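In this primary screen, negative modulation is detected by tracking calcium flux after an EC80 dopamine challenge in inducible HEK293 T-REx D2 cells preexposed to test compound for 180 s.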
TRHR agonist: TRH receptor (human) agonism; P34981; TRHR cells, calcium flux fluo-8, FDSS agonist mode; activation, % at 2 µM; hit rate 0.18% among 360,000; in the data active = activation above about 30%; note: 0% is about no effect
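In this calcium-flux screen, cells bearing human TRHR are dye-loaded with fluo-8, baselined for 10 cycles, then exposed to library compounds; positive kinetic calcium responses during the agonist phase mark hits, with TRH as control.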
TrxR1 inh: inhibitors of rat thioredoxin reductase 1; AID 588453; O89049; recombinant rTrxR1, NADPH fluorescence consumption, selenite substrate; Potency, µM (titrated, usually from 114 µM), for the others: top-dose activity change, negative = inhibition, usual class: inhibitors; hit rate 1% among 390,000; note: potency is the fitted concentration of half-maximal effect; % is set by controls: 0 for no effect and ±100 for the full control effect; nearly all actives have a fitted effect of over 65% in size
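Rat TrxR1 (90 nM in the dispensed reagent) was pre-reduced with 400 uM NADPH for 5 min at room temperature, then incubated with compound for 15 min. After 400 uM selenite was added, NADPH fluorescence (Ex 340/Em 450 nm) was followed for 8 min.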
The depositor's hits bear a star; ? = inconclusive; nt = not tested or not shown; [ ] = another dose, or the depositor's remark. Unless noted, calls come from the whole dose curve; as a rule, active = well fitted inhibition curve with a large enough effect; inconclusive = small, poorly fitted or top-dose-only effect; inactive = no such curve, though single readings can be large or run the other way.

SMILES | D2 ag | PI4K2A block | TrxR1 substrate | USP1 inh | IDH1 R132H inh | TRHR PAM | D2 antagonist | TRHR agonist | TrxR1 inh
COC(=O)CCCC1=CC2=CC(=O)C(C)(OC(=O)c3cccs3)C(=O)C2=CN1CCc1ccccn1 (centres undefined) | 0.6 | -6 | -5% | ? | -1%[38.3 µM] | 4 | -1 | 0.3 | -24%
CCN1C(=O)/C(=C\c2cccn2-c2ccc([N+](=O)[O-])cc2)N(CC)C1=S | -1.5 | 5 | -1% | -17% | 0% | -3 | 8 | -1.1 | -1%
CCCCC(CCC(=O)NNC(=O)Cc1ccccc1)C(=O)O (centres undefined) | 0.3 | -2 | -7% | 5% | -4% | 5 | -8 | -1.0 | -13%
O=C(NS(=O)(=O)c1ccccc1)c1ccccc1F | 0.4 | 3 | 4% | -3% | 2% | -4 | 11 | 0.5 | 7%
O=C(NCc1cccnc1)c1ccccc1Br | 0.1 | 5 | 2% | -11% | 1% | -7 | -1 | 0.1 | 20%
COc1ccc(NC(=O)CSc2oc(-c3ccc(C)cc3)nc2S(=O)(=O)c2ccc(C)cc2)c(OC)c1 | -0.2 | 1 | 7%[2.29 µM] | 3% | 3% | 0 | nt | 0.4 | 50µM*
Cc1ccc(C(=O)NCC(=O)OCC(=O)NCC(F)(F)F)cc1 | -1.4 | 1 | 7%[57.1 µM] | -19% | 13% | -6 | 5 | 0.5 | 25%[57.1 µM]
CC1CCCCN1C(=O)CCNC(=O)Cn1cnc2ccccc2c1=O (centres undefined) | 2.3 | -4 | 1%[57.1 µM] | 0% | 1% | -2 | 9 | 0.3 | 22%[57.1 µM]
CCCc1[nH]n(-c2ccc([N+](=O)[O-])cc2)c(=O)c1C=NCCN1CCNCC1 | 0.6 | nt | nt | nt | nt | 6 | 13 | 2.3 | nt
CCCCn1c(SCC(=O)Nc2ccc3c(c2)OCO3)nc2c1c(=O)n(C)c(=O)n2C | 0.2 | 2 | -2% | -2% | 14% | 16 | 0 | -0.7 | 10%
Cc1ccc(-c2csc(NC(=O)CSc3nc(C)cc(=O)[nH]3)n2)cc1 | -1.3 | 2 | 2% | -14% | 3% | 6 | 13 | -0.4 | 10%
COc1cccc(NC(=O)N2C3CCCC2CC(NC(C)=O)C3)c1 (centres undefined) | -0.1 | 0 | 4% | -20% | 0% | 3 | -4 | 0.0 | 15%
Cc1nn(Cc2cccc(C(=O)O)c2)c(C)c1[N+](=O)[O-] | 0.5 | -4 | 2% | -16% | -3% | 4 | -12 | 0.3 | 9%
COC(=O)CSc1nnc(-c2c[nH]c3ccccc23)o1 | 0.2 | -2 | -3% | -22% | -6% | 2 | 6 | 0.3 | 27%
CCOC(=O)CC1(C)SC(NC(C)=O)=NN1C(C)=O (centres undefined) | nt | 1 | -2% | -16% | 4% | -5 | nt | 2.7 | 11%
CC1(C)C(C=C(Cl)Cl)C1C(=O)N1CCN(c2ccccc2)CC1 (centres undefined) | -0.8 | 3 | 7% | -17% | 6% | -1 | -7 | -0.1 | 14%
N#Cc1ccncc1S(=O)c1ccc(Cl)cc1 (centres undefined) | 0.4 | -5 | 6% | -12% | 5% | -24 | 7 | -2.0 | -2%
CCOC(=O)N1CCC(NC(=O)c2cc(COc3ccc(F)cc3Cl)on2)CC1 | 0.3 | -6 | -7% | -15% | 7% | -2 | -17 | -0.7 | -7%
O=C(CSc1nnc(-c2ccoc2)o1)N1CCOCC1 | 0.5 | 6 | -6%[57.1 µM] | -7% | -7% | 3 | 2 | -0.7 | 5%[57.1 µM]
O=C(OCC(=O)C12CC3CC(CC(C3)C1)C2)c1ccc(O)cc1 | nt | -7 | 2% | -15% | 2% | nt | nt | nt | 47%[activator]

Ordered by value in TrxR1 substrate (highest first): three from the list above.
smiles	PI4K2A block	TrxR1 substrate	USP1 inh	TRHR PAM	D2 antagonist	TRHR agonist	TrxR1 inh
O=C(NCc1cccnc1)c1ccccc1Br	5	2%	-11%	-7	-1	0.1	20%
CCOC(=O)CC1(C)SC(NC(C)=O)=NN1C(C)=O (centres undefined)	1	-2%	-16%	-5	nt	2.7	11%
COC(=O)CCCC1=CC2=CC(=O)C(C)(OC(=O)c3cccs3)C(=O)C2=CN1CCc1ccccn1 (centres undefined)	-6	-5%	?	4	-1	0.3	-24%

Additional compounds follow.
SMILES | D2 ag | PI4K2A block | TrxR1 substrate | USP1 inh | IDH1 R132H inh | TRHR PAM | D2 antagonist | TRHR agonist | TrxR1 inh
[N-]=[N+]=CC(=O)CC(c1ccccc1)N1C(=O)c2ccccc2C1=O (centres undefined) | 2.7 | 5 | -5% | -13% | 6% | -3 | 4 | 0.0 | -3%
Cc1ccc(N2CC(C(=O)NCCN3CCOCC3)CC2=O)cc1 (centres undefined) | -0.3 | 0 | 4% | -12% | 0% | 14 | 2 | -1.1 | 15%
N#CC1(c2ccccc2)CCC(=O)N1c1ccccc1 (centres undefined) | -1.2 | 7 | -8% | -5% | 7% | -2 | 4 | -1.0 | -8%
COc1cccc(NC(=O)N2CCc3ccccc3C2)c1 | 0.4 | 1 | 3% | -33% | -3% | -2 | 4 | -1.1 | 13%
Cc1cccc(-c2nc(C)cc(=O)[nH]2)c1 | 0.4 | 1 | 12%[11.4 µM] | ? | 0% | 2 | 25 | 0.6 | 22%[11.4 µM]
COc1ccc(-n2nc3cc(C)c(N)cc3n2)cc1Cl | 1.0 | -8 | 25% | -15% | -2% | -3 | 25 | 0.7 | 20%
NS(=O)(=O)c1ccc(CCNC(=O)c2ccc(Cn3c(=O)[nH]c4ccccc4c3=O)cc2)cc1 | -0.9 | 3 | 6% | -9% | -5% | -2 | -12 | 0.2 | 42%[activator]
CC(=O)c1ccc(OCc2cc(C(=O)N(C)C(C)c3nccs3)no2)cc1 (centres undefined) | 0.9 | 0 | -5% | -21% | 1% | -6 | 9 | 0.4 | 18%
O=S(=O)(c1cc(-c2nc3ccccc3s2)ccc1Cl)N1CCOCC1 | -0.1 | nt | nt | nt | nt | 8 | 5 | -0.7 | nt
O=C(CN1CCc2[nH]c3ccccc3c2C1)N1CCCCC1 | 1.4 | -6 | 4%[57.1 µM] | -5% | 4% | -4 | 23 | 0.8 | -5%[57.1 µM]
NS(=O)(=O)c1cccc(NC(=O)CN2CCN(S(=O)(=O)c3ccc4c(c3)OCCO4)CC2)c1 | nt | -1 | -13% | ? | -8% | nt | nt | nt | -19%
CCN(C(=O)COC(=O)C1COc2ccccc2O1)c1c(N)n(Cc2ccccc2)c(=O)[nH]c1=O (centres undefined) | nt | -3 | -1% | -16% | 3% | nt | nt | nt | 13%
COc1cccc(NC(=O)CCC(=O)NCc2ccco2)c1 | -1.0 | -3 | 11% | -9% | 1% | -4 | 26 | -0.7 | 17%
CC1CC(C)CN(CC(=O)Nc2ccc3c(c2)OCCO3)C1 (centres undefined) | -0.2 | -15 | 14% | -10% | 1% | 0 | -12 | -0.2 | 34%[activator]
CNC(=O)c1ccccc1NC(=O)C1CC(=O)N(C(C)C)C1 (centres undefined) | 3.2 | -7 | -4% | -1% | -3% | 37* | -13 | 0.8 | 3%[57.1 µM]
O=C(c1ccc(S(=O)(=O)N2CCCC2)cc1)N(Cc1ccco1)C1CCS(=O)(=O)C1 (centres undefined) | 0.3 | -2 | -1% | 2% | 0% | -2 | -4 | -0.1 | 16%
Cc1cc(NC(=O)c2ccc(N(C)S(=O)(=O)c3ccccc3)cc2)no1 | 0.7 | 9 | 1% | -9% | 10% | -7 | 7 | 1.3 | 6%
CCOC(=O)c1ccc(NC(=O)c2ccc3c(c2)NC(=O)c2ccccc2S3)cc1 | 0.7 | 1 | 0% | ? | 7% | -2 | nt | 0.3 | -5%
CC(O)CNc1ccc(-c2nn(C)c(=O)c3ccccc23)cc1[N+](=O)[O-] (centres undefined) | -1.0 | 1 | -5% | -7% | -10% | 3 | 2 | -0.5 | 9%

Arranged by SMILES length (lowest first): some entries from above
SMILES | D2 ag | PI4K2A block | TrxR1 substrate | USP1 inh | IDH1 R132H inh | TRHR PAM | D2 antagonist | TRHR agonist | TrxR1 inh
O=C(NS(=O)(=O)c1ccccc1)c1ccccc1F | 0.4 | 3 | 4% | -3% | 2% | -4 | 11 | 0.5 | 7%
COc1cccc(NC(=O)CCC(=O)NCc2ccco2)c1 | -1.0 | -3 | 11% | -9% | 1% | -4 | 26 | -0.7 | 17%
CC1CCCCN1C(=O)CCNC(=O)Cn1cnc2ccccc2c1=O (centres undefined) | 2.3 | -4 | 1%[57.1 µM] | 0% | 1% | -2 | 9 | 0.3 | 22%[57.1 µM]

TRHR PAM, hit marks shown above.
| SMILES | PI4K2A block | TrxR1 substrate | USP1 inh | TRHR PAM | D2 antagonist | TRHR agonist | TrxR1 inh |
| --- | --- | --- | --- | --- | --- | --- | --- |
| CNC(=O)c1ccccc1NC(=O)C1CC(=O)N(C(C)C)C1 (centres undefined) | -7 | -4% | -1% | 37* | -13 | 0.8 | 3%[57.1 µM] |

High-throughput results: PubChem BioAssay, National Center for Advancing Translational Sciences (NCATS)
